hIAP act: human IAP activation; AID 2524; activation factor at 10 µM; P09923; actives 0.16% (n = 330,000); purified human IAP, CDP-Star luminescence, 30 min; active compounds read high; 1 = vehicle-only enzyme, 0 = enzyme-free background;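 active = activation factor of the enzyme at least 2-fold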; also: the source names both 10 and 20 µM as test concentration; values of inactives mirror those of a sister screen read the other way
Target sequence (P09923 whole entry, looked up): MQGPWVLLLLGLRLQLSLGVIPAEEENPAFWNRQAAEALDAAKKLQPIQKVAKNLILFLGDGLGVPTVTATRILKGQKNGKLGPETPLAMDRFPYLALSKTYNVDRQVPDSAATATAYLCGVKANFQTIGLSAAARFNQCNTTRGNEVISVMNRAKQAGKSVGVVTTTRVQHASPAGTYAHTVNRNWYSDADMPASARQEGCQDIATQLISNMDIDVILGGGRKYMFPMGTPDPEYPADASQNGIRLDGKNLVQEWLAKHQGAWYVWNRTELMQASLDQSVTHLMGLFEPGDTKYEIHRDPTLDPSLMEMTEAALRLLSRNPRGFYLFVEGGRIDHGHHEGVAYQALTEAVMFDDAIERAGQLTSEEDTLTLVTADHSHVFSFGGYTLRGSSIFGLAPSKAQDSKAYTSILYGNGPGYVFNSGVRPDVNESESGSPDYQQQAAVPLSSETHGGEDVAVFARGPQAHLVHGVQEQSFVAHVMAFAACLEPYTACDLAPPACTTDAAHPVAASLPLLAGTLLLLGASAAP
A3G deaminase: APOBEC3G (human) deaminase inhibition. actives 0.28% (n = 330,000). recombinant A3G, ssDNA deamination FAM/TAMRA fluorescence. AID 493012. Q9HC16. inhibition, % at 20 µM;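 active = inhibition of at least 40% at 20 µM, with no more than 30% in the related APOBEC3A deaminase screen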;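 also: plate controls were DMSO wells with A3G for no effect and wells lacking A3G enzyme for full effect; some compounds called inactive have numbers as strong as hits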
Target sequence (Q9HC16 whole entry, looked up): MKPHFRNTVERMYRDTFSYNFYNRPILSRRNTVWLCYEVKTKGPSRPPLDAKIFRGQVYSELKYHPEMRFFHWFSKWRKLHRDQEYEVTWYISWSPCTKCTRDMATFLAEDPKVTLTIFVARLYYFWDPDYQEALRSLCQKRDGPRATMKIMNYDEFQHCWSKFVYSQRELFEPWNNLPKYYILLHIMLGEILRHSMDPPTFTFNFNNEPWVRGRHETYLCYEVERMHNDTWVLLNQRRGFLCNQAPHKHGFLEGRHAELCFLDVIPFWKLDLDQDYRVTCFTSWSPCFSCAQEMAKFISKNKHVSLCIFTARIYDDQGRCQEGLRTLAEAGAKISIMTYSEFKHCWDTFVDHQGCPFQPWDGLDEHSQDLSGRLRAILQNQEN
mIAP block: blocks mouse intestinal alkaline phosphatase | purified mouse IAP, CDP-Star luminescence, 30 min | inhibition, % at 10 µM | AID 2806 | actives 0.2% (n = 330,000);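 active = inhibition of at least 40% at 10 µM in the primary screen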;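 also: plate controls were DMSO with enzyme for no effect and no enzyme wells for full effect; values of inactives mirror those of a sister screen read the other way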
NR3A LBD binder: NR3A (human) ligand-binding domain modulation | NR3A LBD differential scanning fluorimetry, Tm shift; 0% = protein alone, 100% = glycine-bound protein | Tm shift relative to glycine control, % at 25 µM | actives 2.5% (n = 340,000);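 active = melting temperature shift of at least 10% of the positive control shift, at one fixed dose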
hIAP block: blocks human intestinal alkaline phosphatase. P09923. purified IAP, CDP-Star luminescence, 30 min. inhibition, % at 10 µM. actives 0.12% (n = 330,000). AID 2544;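 active = inhibition reaching a set limit with compound at 10 µM in the primary screen, cut at about 35% in these data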;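 also: plate controls were DMSO wells with enzyme for no effect and no-enzyme buffer wells for full effect; values of inactives mirror those of a sister screen read the other way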
beta cell repl: inducers of beta-cell replication in MIN6 cells; proliferation, % at 10 µM; MIN6 cells proliferation, ATPlite luminescence, 48 h; cells starved in 0.2% serum; 100% = growth in 10% serum; AID 2380; actives 0.29% (n = 330,000);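 active = compounds whose signal lies at least 3.5 SD above the mean of all wells on their plate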;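 also: 0% = DMSO-treated cells in low-serum medium and 100% = 10% serum control; some compounds called inactive have numbers as strong as hits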
MPTP inh: permeability transition pore inhibition; isolated mouse mitochondria, Ca2+ swelling absorbance, 30 min; inhibition, % at 10 µM; actives 1.4% (n = 360,000);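 active = inhibition of 50% or more, scaled per plate between neutral and stimulator controls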;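 also: 0% = DMSO wells given calcium and 100% = 1 mM EGTA wells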
APOBEC3A inh: inhibitors of human APOBEC3A DNA deaminase; P31941; recombinant A3A, FAM/TAMRA ssDNA deamination fluorescence; inhibition, % at 20 µM; actives 0.41% (n = 330,000);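 active = at least 40% inhibition at 20 µM here, with at most 30% in a related deaminase screen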;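 also: plate controls were A3A with DMSO for no effect and wells lacking A3A enzyme for full effect; some results filed as inactive read as strong as hits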
mIAP activ: increases mouse intestinal alkaline phosphatase activity; activation factor at 10 µM; muIAP, CDP-Star luminescence, 30 min; active compounds read high; 1 = vehicle-only enzyme signal, 0 = enzyme-free wells; actives 0.24% (n = 330,000); AID 2805;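 active = activation factor of at least 2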; also: the source names both 10 and 20 µM as test concentration; values of inactives mirror those of a sister screen read the other way
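Assay system: mouse IAP enzyme / Compound: DMSO-dissolved test compounds / Timing: 30 min, room temperature / Measured by: luminescence from enzymatic CDP-Star hydrolysis / Control set: DMSO-only wells, enzyme-free buffer wells as negative control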
The depositor's hits bear a star; . = no result given. An unsorted share of the library; overall some 5% were active at least once.

cpd	canonical_smiles	NR3A LBD binder	hIAP block	A3G deaminase	mIAP activ	hIAP act	MPTP inh	beta cell repl	mIAP block	APOBEC3A inh
1	CSc1ccc(Cl)c(C(=O)Nc2ccc(OCC(N)=O)cc2)c1	3	-8	0	0.98	1.1	-1.1	1	2	5
2	COc1ccccc1/C=C/C(=O)N1CCCC1	-6	16	4	0.94	0.84	0.0	0	6	2
3	Cc1nnc(NC(=O)CCn2cnc3ccccc3c2=O)s1	0	-1	-7	1	1	0.1	1	-3	-4
4	COc1ccc(/C=N/OC(=O)c2ccc(Cl)cc2)c(Cl)c1OC	1	8	-6	0.87	0.92	2.5	2	13	-2
5	O=c1[nH]c2ccc(NCc3ccccc3OCc3ccc(Cl)cc3)cc2[nH]1	-27	14	-1	0.97	0.85	2.5	-3	2	0
6	COc1ccccc1CCN1CCCC(CN(C)C(=O)CCC(=O)N(C)C)C1 (centres undefined)	-1	-4	-3	0.89	1	1.6	-2	11	-1
7	Nc1ccccc1Sc1c[nH]c2ccccc12	-8	16	1	1	0.84	0.3	-4	-4	2
8	O=C(CC1Oc2ccc(Cl)cc2NC1=O)NC1CCCCCC1 (centres undefined)	1	0	-1	1	1	0.0	7	0	-2
9	COC(=O)C1=CO[C@@H](OC2OC(CO)C(O)C(O)C2O)[C@@H]2C(CO)=CC[C@H]12 (some centres undefined)	-1	-14	-2	1.1	1.1	-0.1	1	-9	3
10	Cc1nnc(SCC(=O)c2c[nH]c3ccccc23)n1C1CC1	1	-8	-7	0.93	1.1	-0.1	-5	7	0
11	COc1cccc(CC(NC(C)=O)C(=O)NC2CCN(c3ncccc3[N+](=O)[O-])CC2)c1 (centres undefined)	.	-4	-8	1	1	.	-1	-3	2
12	Cc1ccc(NC(=O)C2CCN(C(=O)c3ccc(F)cc3)CC2)nc1	-2	10	-9	0.95	0.9	-0.9	0	5	-2
13	NS(=O)(=O)c1ccc(NC(=O)COC(=O)c2cccc(S(=O)(=O)N3CCCC3)c2)cc1	1	-10	-4	0.99	1.1	1.0	-3	1	-3
14	CCCSc1cc(=O)n(-c2ccc(F)cc2)nc1C(=O)OCC	-4	-5	-1	0.97	1	-1.1	-3	3	0
15	Cc1cc(C(=O)NNC(=S)NCc2ccccc2)no1	0	-72	-4	0.84	1.7	-1.9	-1	16	1
16	Cc1ccc2nc(-c3ccccn3)cc(C(=O)NCCc3ccc(F)cc3)c2c1	-1	-13	-2	0.89	1.1	-0.3	-1	11	1
17	COc1ccc(Nc2nc(OC)nc(N3CCOCC3)n2)cc1	0	-11	-5	0.99	1.1	-1.3	-3	1	6
18	C=CCNC(=O)c1ccc(OC2CCN(S(=O)(=O)N(C)C)CC2)cc1	-1	-3	-9	1.1	1	0.4	-1	-7	-5
19	CN(C)S(=O)(=O)c1cccc(NC(=O)COC(=O)C2CCN(C(=O)c3ccc(F)cc3)CC2)c1	1	-9	-9	1.1	1.1	-2.4	-2	-10	-4
20	COc1ccc(NC(=O)c2cccnc2Cl)c(S(=O)(=O)N2CCOCC2)c1	1	-11	7	1.1	1.1	1.9	-3	-12	6
21	Cc1ccc(S(=O)(=O)N2CCN(C)CC2)cc1-c1nnc2c3ccccc3c(C)nn12	2	1	-3	0.92	0.99	-0.2	2	8	-5
22	COc1ccc(/C(C)=N/NC(=O)CNC(=O)/C=C/c2ccccc2OC)cc1	-3	-3	-1	1.1	1	0.6	-3	-10	-5
23	COc1ccc(CN2CCN(C(=O)CCC(=O)Nc3nnc(C(C)C)s3)CC2)cc1F	0	-33	-6	0.9	1.3	-0.8	5	10	-4
24	CCOC(=O)CCc1c(C)nc2cc(-c3ccc(Cl)cc3)[nH]n2c1=O	-2	-12	0	0.86	1.1	6.6	0	14	1
25	O=C(Cn1cnc([N+](=O)[O-])n1)NCCO	-1	5	-6	0.87	0.95	-2.1	-3	13	-3
26	COc1ccc(-c2cc(C)nc(SCC(=O)c3cccc([N+](=O)[O-])c3)n2)cc1	2	6	-5	0.8	0.94	-0.4	0	20	0
27	CS(=O)(=O)c1ccc(NC(=O)c2ccccc2-n2cnnn2)cc1	4	12	-7	1	0.88	0.2	-1	-2	4
28	C#CCCc1cscc1/C=[N+](\[O-])c1ccc(C(=O)OCC)cc1	0	-6	-7	0.89	1.1	-1.7	-3	11	-2
29	CC1(C)N(OCc2ccccc2)C(=O)C(=O)N(OCc2ccccc2)C1(C)C	0	-7	-1	0.95	1.1	-0.1	-4	5	1
30	Cn1cc(C(=O)c2ccc(Cl)cc2Cl)cc1C(=O)NN	-1	3	-2	0.95	0.97	-0.6	-4	5	-2
31	CC1CCCN(c2nc3ccccc3nc2C(C#N)S(=O)(=O)c2cccs2)C1 (centres undefined)	6	7	-1	0.95	0.93	93*	-5	5	-1
32	Cc1cc(C)nc(NNC(=O)c2ccccc2O)n1	1	-44	-13	1	1.4	1.1	2	-4	-6
33	Cc1ccccc1C(=O)NCC(c1ccco1)N1CCc2ccccc2C1 (centres undefined)	2	2	-8	0.93	0.98	-2.3	5	7	-4
34	Cc1ccc(S(=O)(=O)NC(CC(C)C)C(=O)N2CCN(C/C=C/c3ccccc3)CC2)cc1 (centres undefined)	-3	4	2	0.97	0.96	-0.2	-5	3	-1
35	COc1ccc(NC(=O)NNC(=O)COc2ccc3cc(Br)ccc3c2)cc1	2	-6	-6	1.1	1.1	-0.1	0	-5	-5
36	CCOC(=O)c1ccccc1NC(=O)c1c(F)c(F)c(F)c(F)c1F	1	-36	-4	0.94	1.4	0.1	-6	6	-6
37	COc1ccc(C2NC(=S)N3C(c4ccc(OC)cc4)NC(=S)N23)cc1 (centres undefined)	7	-3	45*	0.92	1	0.5	-1	8	-3
38	CCOC(=O)Cc1csc(NS(=O)(=O)c2ccc([N+](=O)[O-])cc2)n1	2	15	-9	0.94	0.85	-0.1	-4	6	0
39	CCN1CCN(Cc2oc(CO)cc(=O)c2O)CC1	0	14	-5	0.98	0.86	1.3	1	2	1
40	CC(=O)Cc1nsc(NC(=O)c2ccccc2)n1	1	1	2	0.98	0.99	-4.7	-4	2	3

Entries of single compounds from above. Order of screens: NR3A LBD binder, hIAP block, A3G deaminase, mIAP activ, hIAP act, MPTP inh, beta cell repl, mIAP block, APOBEC3A inh
Record of Cc1nnc(SCC(=O)c2c[nH]c3ccccc23)n1C1CC1 : 1, -8, -7, 0.93, 1.1, -0.1, -5, 7, 0
Record of COc1ccc(Nc2nc(OC)nc(N3CCOCC3)n2)cc1 : 0, -11, -5, 0.99, 1.1, -1.3, -3, 1, 6

Later entries
cpd	canonical_smiles	NR3A LBD binder	hIAP block	A3G deaminase	mIAP activ	hIAP act	MPTP inh	beta cell repl	mIAP block	APOBEC3A inh
41	Cc1cccc(C(C)n2nnc3ccccc32)c1O (centres undefined)	0	17	22	0.96	0.83	0.6	-3	4	4
42	O=C(NC1CCCC1)C(c1ccccn1)N(C(=O)c1csnn1)c1ccccc1Br (centres undefined)	-1	3	-3	0.96	0.97	-0.7	-7	4	1
43	CCC1CN(C(=O)NCc2ccccc2)c2ccccc2O1 (centres undefined)	-1	-3	-3	0.93	1	-0.1	5	7	-3
44	CCN(CC)CCC(c1ccc2c(c1)OCO2)c1c(O)cc(OC)cc1OC (centres undefined)	-1	2	-6	1.1	0.97	-1.2	-4	-6	-1
45	Cc1cc(N/C=C(\C#N)S(=O)(=O)c2ccc(Cl)cc2)nc(C)n1	-4	-24	-3	1	1.2	5.7	-3	0	-2
46	CCCCCOC(=O)c1[nH]c2c(c1C)C(=O)C(C(=O)OC)C(C)C2 (centres undefined)	0	10	-2	0.96	0.9	1.4	1	4	-2
47	CC(=O)c1ccc(N2CCN(CC(=O)Nc3ccc(N4CCOCC4)cc3)CC2)cc1	.	-6	-4	0.94	1.1	.	-1	6	-2
48	COCCN1Cc2cccc(C(=O)NCc3cccs3)c2C1=O	-6	-10	-5	0.88	1.1	-1.4	-1	12	-1
49	CCn1nnc2cc(C(=O)OCC(=O)N(C)Cc3cccc(F)c3)ccc21	2	16	-8	1.1	0.84	0.2	-1	-9	-3
50	Cc1nc2ccccc2nc(C)c1=NOCc1ccccc1Cl	-3	-13	-9	1	1.1	1.9	0	0	-4
51	O=S(=O)(c1cccc2nsnc12)N1CCN(c2ccc(F)cc2)CC1	-1	-7	11	1.1	1.1	-1.8	-1	-9	-1
52	CC(=O)NC1(c2ccccc2)CCN(c2nc(C)cc(C)n2)CC1	-1	-12	-2	1	1.1	-0.2	-1	-2	0
53	Cc1ccccc1N1CCN(C2=NC(=O)/C(=C\c3cccs3)S2)CC1	-1	-24	3	0.82	1.2	2.7	-6	18	20
54	O=C(CCSCc1ccc(Cl)cc1)NC1CCCC1	-10	-5	-10	1.1	1.1	1.1	-4	-7	-3
55	CC1=CC(C)C(CN(CCC[N+](C)(C)C)C(=O)Nc2ccccc2)C(C)C1 (centres undefined)	-4	2	25	1	0.98	3.0	-1	0	58*
56	O=C(C(F)C(F)(F)F)N1CCN(c2ccccc2)CC1 (centres undefined)	-1	-11	-5	0.96	1.1	0.0	0	4	3
57	O=C(c1sccc1-n1cccc1)N1CCCC1	-1	-16	-6	1	1.2	-7.9	0	-5	-4
58	COc1cccc(NC2CC(=O)N(CCc3ccccc3)C2=O)c1 (centres undefined)	-3	9	-2	1.1	0.91	-0.2	-1	-12	2
59	COc1ccccc1CNC(=O)CSc1cc(=O)n(C)c2ccccc12	-2	1	2	0.95	0.99	0.9	-3	5	0
60	CSc1ccccc1C(=O)NCCSc1ccccc1	0	21	-4	0.96	0.79	-0.8	0	4	3
61	Fc1ccccc1-c1nc2nc3ccccc3nc2n1CC1CCCO1 (centres undefined)	4	-10	-10	1	1.1	2.5	1	-1	-5
62	C/C(=N\NC(=O)c1ccc(O)cc1)c1ccc2c(c1)OCCO2	0	-5	-5	1.1	1	1.0	-2	-14	-3
63	COC(=O)c1ccccc1S(=O)(=O)N1CCC(C(=O)OCC(=O)NCC(F)(F)F)CC1	0	-3	-3	1.1	1	0.1	-4	-11	2

Compound activity from PubChem.
